VIM-2 inhibitor: inhibitors of Pseudomonas aeruginosa VIM-2 metallo-beta-lactamase | purified VIM-2, nitrocefin hydrolysis, epi-absorbance fluorescence | inhibition, % at 5.6 µM | actives 0.89% (n = 290,000);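 active = inhibition above the mean of all tested compounds plus 3 SD, cutoff set per screening run, cut at about 7.5% in these data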;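 also: red hydrolysis product quenches plate fluorescence so inhibitors raise well fluorescence; 0% = enzyme with DMSO and 100% = DMSO without enzyme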
SUMO HTRF inh: SUMOylation inhibition. HTRF SUMOylation assay, SAE1/SAE2 + UBC9, in vitro. inhibition, % at 35 µM. actives 0.36% (n = 290,000). AID 2006; in the data active = inhibition above about 50%, passing the limit was not always enough; also: strong numbers were not always called active
NS3 helicase inh: HCV NS3 helicase inhibition | NS3 helicase DNA unwinding, Cy5 molecular beacon fluorescence | inhibition, % at 10.9 µM | actives 0.56% (n = 290,000);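 active = inhibition above the mean of all tested compounds plus 3 SD, set per campaign, cut at about 35% in these data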;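 also: 0% = DMSO wells and 100% = thioflavine S control wells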
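assay system = NS3 helicase fragment of HCV | buffer or medium = MOPS pH 6.5, MgCl2, DTT, Tween20, BSA | timing = 60 min unwinding reaction at 25 °C after ATP addition | signal = Cy5 beacon fluorescence read at start and 1 h | read-out basis = % inhibition of unwinding | control set = low DMSO, high thioflavine S at 110 µM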
DNA FID counter: fluorescent intercalator displacement, NS3 helicase counter-screen. DNA fluorescent intercalator displacement, fluorescence. inhibition, % at 7.9 µM. AID 1845. actives 0.17% (n = 290,000); in the data active = inhibition above about 37%;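 also: 0% = vehicle and 100% = reference compound; higher means more ethidium bromide displaced from hairpin DNA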
PHOSPHO1 inh: PHOSPHO1 (human) inhibition; recombinant PHOSPHO1, absorbance phosphatase assay; inhibition, % at 13.3 µM; actives 1.1% (n = 290,000); AID 1565; in the data active = inhibition above about 60%
IDE act: boosts human insulin-degrading enzyme activity in HEK cells; actives 0.073% (n = 340,000); P14735; FAbeta-B cleavage, fluorescence polarization; 0% vehicle, 100% cell-free pure enzyme wells; activation, % at 5.96 µM;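 active = activation above the mean of all tested compounds plus 3 SD, set per screening campaign, cut at about 17% in these data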
p-CIP stab down: p/CIP protein destabilization | decrease of EGFP signal, % at 10 µM | F442A p/CIP-EGFP cells, EGFP fluorescence, 16 h | actives 0.01% (n = 290,000) | Q05BA5;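 active = EGFP signal decrease of at least 30% at 10 µM or well 3 SD below plate mean, unless failing retest; inactive = the rest, including hits failing retest or dose response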; also: some compounds called inactive have numbers as strong as hits; many of its hits are not listed in these tables
Target sequence (Q05BA5 1-1403): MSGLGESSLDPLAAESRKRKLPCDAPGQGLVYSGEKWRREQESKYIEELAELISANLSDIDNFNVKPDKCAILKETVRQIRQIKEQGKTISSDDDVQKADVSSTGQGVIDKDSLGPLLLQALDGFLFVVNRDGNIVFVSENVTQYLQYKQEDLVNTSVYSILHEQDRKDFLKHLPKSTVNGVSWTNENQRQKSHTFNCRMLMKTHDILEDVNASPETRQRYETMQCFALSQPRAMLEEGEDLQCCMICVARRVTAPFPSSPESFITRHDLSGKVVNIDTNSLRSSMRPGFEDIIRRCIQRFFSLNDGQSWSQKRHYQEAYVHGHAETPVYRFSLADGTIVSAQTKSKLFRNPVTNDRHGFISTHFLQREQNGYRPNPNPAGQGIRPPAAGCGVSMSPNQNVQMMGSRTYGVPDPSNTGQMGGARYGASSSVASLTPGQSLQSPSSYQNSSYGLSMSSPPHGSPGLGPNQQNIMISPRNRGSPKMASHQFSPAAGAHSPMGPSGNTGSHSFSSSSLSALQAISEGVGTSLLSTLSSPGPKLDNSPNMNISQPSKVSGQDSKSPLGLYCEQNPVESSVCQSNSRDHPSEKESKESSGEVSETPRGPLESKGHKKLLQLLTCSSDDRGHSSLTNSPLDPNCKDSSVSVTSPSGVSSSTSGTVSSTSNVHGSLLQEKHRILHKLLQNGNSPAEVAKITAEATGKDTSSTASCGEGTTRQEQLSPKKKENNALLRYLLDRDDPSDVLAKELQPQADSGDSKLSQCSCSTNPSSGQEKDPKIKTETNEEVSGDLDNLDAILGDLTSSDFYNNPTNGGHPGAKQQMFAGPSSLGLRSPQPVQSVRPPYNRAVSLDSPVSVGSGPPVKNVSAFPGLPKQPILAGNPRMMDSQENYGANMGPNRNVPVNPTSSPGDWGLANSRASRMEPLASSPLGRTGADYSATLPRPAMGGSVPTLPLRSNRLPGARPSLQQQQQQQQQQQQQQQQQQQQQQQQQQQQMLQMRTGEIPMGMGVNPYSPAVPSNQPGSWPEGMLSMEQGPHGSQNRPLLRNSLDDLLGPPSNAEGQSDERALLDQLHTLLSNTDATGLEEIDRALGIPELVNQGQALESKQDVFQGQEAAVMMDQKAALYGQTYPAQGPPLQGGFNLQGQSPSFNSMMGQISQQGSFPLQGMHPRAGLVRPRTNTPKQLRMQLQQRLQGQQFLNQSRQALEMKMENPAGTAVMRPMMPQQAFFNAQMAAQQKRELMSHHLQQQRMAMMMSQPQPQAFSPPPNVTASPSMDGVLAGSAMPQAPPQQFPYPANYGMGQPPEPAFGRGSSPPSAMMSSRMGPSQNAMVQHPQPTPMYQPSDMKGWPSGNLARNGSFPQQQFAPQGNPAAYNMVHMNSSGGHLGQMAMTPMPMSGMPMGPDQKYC
IMP-1 inh: blocks Pseudomonas aeruginosa IMP-1 metallo-beta-lactamase | purified IMP-1, nitrocefin hydrolysis, epi-absorbance fluorescence | inhibition, % at 5.6 µM | actives 0.45% (n = 290,000) | AID 1556;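 active = inhibition above the mean plus 3 SD of all compounds in the same screening run, cut at about 4.5% in these data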;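 also: 0% = IMP-1 with DMSO and 100% = DMSO wells lacking enzyme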
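system = purified recombinant IMP-1 beta-lactamase | amount = 0.2 nM IMP-1, as dispensed | medium = HEPES buffer pH 7.1 with ZnSO4 and Brij 35 | times = 25 °C, 15 min preincubation, 25 min reaction | detection = plate fluorescence quenching by hydrolysis product, ex 480/em 530 nm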
MEKK3 PB1 HTS: raises or lowers MEK5 binding to the human MEKK3 PB1 domain. Q99759. bead-based flow cytometry, Alexa488-MEK5 binding to MEKK3; actives lie on both sides; 0 = blocked by unlabeled MEK5, 100 = vehicle. binding response (% of control), % at 10 µM. actives 1.4% (n = 290,000). AID 1529;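 active = binding response more than 3 SD above or below the average of its plate-row segment, actives on both sides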;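 also: Alexa488 bead fluorescence after subtracting the streptavidin-only scavenger bead signal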
* = called active by the depositor; . = not tested or not shown; [ ] = another dose, or the depositor's remark. Only part of the results is shown; count on the stated rates, not on these rows.

SMILES	VIM-2 inhibitor	SUMO HTRF inh	NS3 helicase inh	DNA FID counter	PHOSPHO1 inh	IDE act	p-CIP stab down	IMP-1 inh	MEKK3 PB1 HTS
COc1ccc(N2CCC(CNC(=O)Nc3cccc(OC)c3)C2)cc1 (stereo unspecified)	-2.5	-16	10	-3	51	7	-2	-3.3	99
CC#CC[N+](C)(C)CC(=O)c1ccccc1	0.8	-3	8	2	-4	-5	4	-0.1	84
Cc1n[nH]c(=O)nc1NCC1CCCO1 (stereo unspecified)	0.7	15	5	-1	47	6	-4	-0.6	100
O=C1C(C2=NC(c3ccccn3)C3C(=O)N(c4ccccc4)C(=O)C23)=C(O)c2ccccc21 (stereo unspecified)	-4.0	-8	36	1	24	1	5	-2.7	104
COC(=O)c1c(C)[nH]c(C(=O)C(C)Sc2nnc(-c3cc(OC)c(OC)c(OC)c3)o2)c1C (stereo unspecified)	-1.6	8	-1	-6	-11	-3	-10	-6.9	93
CCn1c(CNC(=O)c2ccccc2F)nnc1SCc1nc2ccccc2c(=O)[nH]1	0.2	12	2	2	20	.	6	-3.7	101
CN1C=CC(=CC=C2C=CC(=O)C=C2)C=C1	0.5	29	6	1	21	-2	-6	-1.6	92
O=C(CNC(=O)Cn1ccc2ccccc2c1=O)NCCCN1CCN(c2cccc(Cl)c2)CC1	-0.2	-9	-29	16	40	7	-2	-2.3	110
Cc1onc(-c2ccccc2)c1C(=O)N(C)CCc1ccccn1	-1.0	14	3	-8	19	3	2	-2.6	99
CC(NC(=O)CCCCCN1C(=O)c2ccccc2C1=O)c1ccc2c(c1)CCCC2 (stereo unspecified)	-0.7	-25	-1	-8	6	6	2	-1.2	106
CN(CC(O)COc1ccccc1F)C1CCCCC1 (stereo unspecified)	-1.7	0	2	-3	10	2	0	-1.5	104
CCOC(=O)c1sc(=S)n(-c2cccc(OC)c2)c1N	-0.1	-17	-7	4	-5	4	-12	-4.2	101
Cc1ccc2nc(-c3ccc(N4C(=O)CC(N5CCC(C(N)=O)CC5)C4=O)cc3)sc2c1 (stereo unspecified)	-0.5	17	16	-27	-5	.	-12	-3.6	101
Cc1cccc(NC(=S)NCCN2CCOCC2)c1	-0.1	2	-8	-6	6	4	6	-1.9	94
N#Cc1c(NC(=O)C2CC(c3ccccc3Cl)=NO2)sc2c1CCC2 (stereo unspecified)	-2.9	-18	4	-4	13	1	-11	-2.6	88
COc1cccc(C2C3=C(CC(C)(C)CC3=O)Nc3n[nH]c(C)c32)c1 (stereo unspecified)	-2.6	4	9	-8	36	3	10	-2.1	103
C=CCn1c(SCC(=O)Nc2ccc(-c3nc4ccc(C)cc4s3)cc2)nnc1-c1ccncc1	-0.4	10	2	-4	-12	0	-7	-2.6	99
CCOC(=O)c1c(NC(=O)C2CCCCC2C(=O)O)sc2c1CCCCC2 (stereo unspecified)	-0.8	20	27	-44	37	5	8	-2.2	100
Nc1ccccc1C#CCCCCO	1.7	-24	6	2	1	6	3	-0.9	102
O=C(CNC(=O)N1CC(=O)Nc2ccccc21)NCCc1ccc(Cl)cc1	-3.6	20	21	-23	-1	-4	-11	-3.3	102
CC1CC(C)CN(Cc2nc(N)nc(Nc3ccccc3)n2)C1 (stereo unspecified)	-4.9	-10	-3	-6	10	-3	-3	-2.7	107
Cc1c(C(=O)Nc2ccc(F)cc2)c2ccccn2c1CCc1ccncc1	-2.3	5	15	-5	-9	3	1	-1.5	103
COc1ccccc1N1C(=O)C(Cl)=C(N2CCCC2)C1=O	-1.2	0	9	-2	18	0	-5	-1.8	104
O=C(O)c1ccccc1-n1c2ccccc2c2ccccc21	3.5	21	13	-30	21	1	1	-2.5	93
O=C(Cc1ccccc1)NNC(=S)NC(=O)c1cccnc1	-3.9	0	4	1	15	.	-16	-2.2	96
CCN(c1ccccc1)S(=O)(=O)c1ccc(Cl)c(NC(=O)CN(C)C2CCN(C)CC2)c1	-1.3	24	-21	21	22	1	-9	-1.4	95
O=c1c2sc3ccccc3c2[nH]c(=S)n1CCN1CCOCC1	-1.2	-11	0	-7	-10	7	12	-4.1	98
CCCC(=O)Nc1ccc2c(c1)nc(CCNC(=O)c1ccccc1)n2C	0.2	11	-7	-3	12	-3	1	0.0	104
O=C(NCCN=C1NS(=O)(=O)c2ccccc21)c1ccncc1	0.0	12	5	-1	-9	5	-7	-4.1	98
O=C1OCCC1Sc1nc2cc(Cl)ccc2s1 (stereo unspecified)	-0.6	20	5	-2	23	8	-3	-3.2	104

Limited to MEKK3 PB1 HTS and NS3 helicase inh, for 4 of the compounds above:
Molecule	MEKK3 PB1 HTS	NS3 helicase inh
O=C1OCCC1Sc1nc2cc(Cl)ccc2s1 (stereo unspecified)	104	5
C=CCn1c(SCC(=O)Nc2ccc(-c3nc4ccc(C)cc4s3)cc2)nnc1-c1ccncc1	99	2
O=C(CNC(=O)N1CC(=O)Nc2ccccc21)NCCc1ccc(Cl)cc1	102	21
COc1cccc(C2C3=C(CC(C)(C)CC3=O)Nc3n[nH]c(C)c32)c1 (stereo unspecified)	103	9

Three entries out of the list, ordered by count of non-hydrogen atoms, lowest first.
SMILES	VIM-2 inhibitor	SUMO HTRF inh	NS3 helicase inh	DNA FID counter	PHOSPHO1 inh	IDE act	p-CIP stab down	IMP-1 inh	MEKK3 PB1 HTS
Cc1cccc(NC(=S)NCCN2CCOCC2)c1	-0.1	2	-8	-6	6	4	6	-1.9	94
CN(CC(O)COc1ccccc1F)C1CCCCC1 (stereo unspecified)	-1.7	0	2	-3	10	2	0	-1.5	104
O=C(CNC(=O)N1CC(=O)Nc2ccccc21)NCCc1ccc(Cl)cc1	-3.6	20	21	-23	-1	-4	-11	-3.3	102

Remaining list, next part:
SMILES	VIM-2 inhibitor	SUMO HTRF inh	NS3 helicase inh	DNA FID counter	PHOSPHO1 inh	IDE act	p-CIP stab down	IMP-1 inh	MEKK3 PB1 HTS
CCCCNCCCOc1cccc(Cl)c1Cl	-1.5	-4	-3	11	12	-2	-5	-1.0	101
O=[N+]([O-])c1ccc(NCCOc2ccccc2Cl)nc1	-0.2	14	8	8	24	5	-12	-1.6	102
CCCn1ncc(CN2CCC(Cc3cccc(F)c3)(C(=O)OCC)CC2)c1C	0.4	11	0	11	50	6	2	-0.2	101
O=C(CSc1nnc(Cn2c(=O)sc3ccccc32)n1-c1ccccc1)NCC1CCCO1 (stereo unspecified)	-1.4	-2	-4	-30	-2	-2	-2	-2.0	104
Cc1ccc(CNC(=O)C2CCC(CNS(=O)(=O)c3cccs3)CC2)cc1 (stereo unspecified)	1.2	24	-16	-31	32	3	-5	-1.2	99
O=C(CCc1ccc(Oc2cc([N+](=O)[O-])cc([N+](=O)[O-])c2)cc1)Nc1cccc(Cl)c1	-2.0	-10	-18	8	-7	6	-8	-0.4	109
COc1cccc(-c2csc(NC3OC(=O)c4c3ccc(OC)c4OC)n2)c1 (stereo unspecified)	0.4	13	2	0	-57	.	7	0.5	72
COc1ccc(NC(=O)C(c2ccc(Cl)cc2)C(C)C)cn1 (stereo unspecified)	-0.6	-4	-10	-16	24	4	-6	-3.0	101
COc1ccccc1N1CCN(C(=O)c2oc3ccc(F)cc3c2C)CC1	-1.8	0	10	-24	3	-1	-3	-2.7	88
CCOC(=O)NC(=O)CSc1nc2ccc([N+](=O)[O-])cc2[nH]1	-3.1	-5	-3	2	50	2	-4	-3.3	100
CCOc1cccc(C(=O)Nc2ccc(S(=O)(=O)Nc3cc(C)on3)cc2)c1	-4.7	-4	8	-34	39	-1	5	-3.9	104
CCc1c(C)n([O-])c2c([n+]1=O)CCCCC2	-1.7	22	9	1	-13	0	-3	1.6	103
COc1ccc(-n2nc([N+](=O)[O-])c(=NCCc3ccc(Cl)cc3)n2O)cc1	-1.9	-12	-9	1	-12	7	-8	-1.7	.
COc1cccc2cc(-c3cc(=O)oc4ccc(OCC(C)=O)cc34)oc12	4.3	12	-2	-10	31	-3	-11	0.8	103
Cc1ccc(SCCC(=O)NCC2CCCO2)cc1 (stereo unspecified)	-1.6	-2	5	-4	28	-4	-10	-0.7	2.0*[inhibitor]
CN1C(=O)N(C)C2C1N(CN1CCCCC1)C(=O)N2CN1CCCCC1 (stereo unspecified)	-2.8	-6	-4	3	11	-6	3	-4.1	101
O=C(N/N=C/c1ccco1)c1cc2ccccc2o1	-1.7	18	-4	-8	14	5	3	-3.9	102
O=C1CSC(=NC2CCCCC2)N1	-1.0	-5	5	-4	2	2	4	-1.8	95
C#C[C@]1(O)CC[C@H]2[C@@H]3CCc4cc(OC5CCCC5)ccc4[C@H]3CC[C@@]21C	-1.1	-11	1	-14	32	8	-4	-0.5	100
O=C(CCN1C(=O)COc2ccccc21)NCc1cccs1	-1.4	10	2	-3	4	1	-4	-1.6	103
O=C(c1ccc(Cl)cc1)N1CCC(N2CCC(C(=O)N3CCOCC3)CC2)CC1	-0.8	4	4	-3	23	-1	0	-1.1	95
COc1cccc(N(CC(=O)O)S(=O)(=O)c2ccccc2)c1	-2.6	-6	5	0	16	-1	5	-9.5	101
O=C(NC1CCCC1)C1CC(O)CN1C(=O)Nc1ccccc1 (stereo unspecified)	0.1	6	12	-1	-6	0	4	-1.6	103
C[n+]1c2n(c3ccccc31)N=C(c1ccc(-c3ccccc3)cc1)CS2	0.4	12	-26	23	45	-8	-16	3.0	112
COCCNS(=O)(=O)c1ccc(OCC(=O)OC)c(Cl)c1	-1.7	-4	12	-4	6	8	8	-0.4	95
Cc1cc(NC(=O)C2CCCCC2C(=O)O)no1 (stereo unspecified)	-3.9	7	12	-1	-25	8	-6	-2.0	103
COc1cc(OC)c(NC(=O)c2ccc(F)cc2)cc1Cl	0.8	20	-7	4	44	4	-8	-1.8	93
C/C(=N\NC(=O)C1CC1)c1ccc(N2CCOCC2)cc1	-5.5	6	0	-9	10	4	-14	-3.6	102
CCOC(=O)C1=C(C)C(c2cccc(Oc3ccccc3)c2)NC(=S)N1 (stereo unspecified)	-4.0	-7	4	-29	7	1	-15	-3.1	99
O=C(NCCCN1CCOCC1)/C(=C/c1ccc(F)cc1)NC(=O)c1ccccc1	-2.4	14	2	7	32	2	-7	-1.0	72
CN(C)c1nccc(NCc2ccccc2)c1C#N	-2.5	0	8	-2	7	0	2	-1.9	114
O=C(NCC(=O)N1CCN(c2ncccn2)CC1)c1cccs1	-0.2	10	12	-3	11	7	-8	1.0	103
CC1CCc2cc(F)ccc2N1S(=O)(=O)c1ccc(F)cc1 (stereo unspecified)	-0.1	9	-5	-14	34	4	-6	-2.5	106
Cn1cc(C(=O)N/N=C/C=C/c2ccccc2)ccc1=O	-5.5	6	-4	-7	-6	4	-1	-2.6	99
CCN1CCN(c2ccc(S(=O)(=O)N3CCCC3)cn2)CC1	-1.7	18	10	-13	32	-2	-6	-0.9	108
CN(C(=O)c1cccnc1)c1nnc(-c2ccccn2)s1	-0.3	2	-1	-4	1	-3	-9	-2.4	99
CCC(=O)NCCCCCCCCCNC(=O)CC	-1.5	0	6	2	3	-1	-6	-2.7	101
COc1ccccc1-c1cc(C(=O)NCCN2CCOCC2)no1	0.7	35	-1	-5	21	5	-3	-0.4	100
CCOc1cc(C(=O)NC)cc(Br)c1OC	-1.8	-3	-3	-1	-23	5	20	-3.3	105

Bioassay records from PubChem.
